# Screening data from PubChem.
# Mtb BioA inh: BioA (M. tuberculosis) enzyme inhibition; 0.096% of 360,000 active; purified M. tuberculosis BioA enzyme, plate reader; AID 602481; inhibition, % at 9.99 µM; in the data active = inhibition above about 40%; inconclusive = no clear call, values can overlap the other calls
# BoNT-F LC inh: BoNT F light chain protease inhibition | Multiplex microsphere protease cleavage assay, flow cytometry | inhibition, % at 10 µM | 0.22% of 360,000 active; in the data active = inhibition above about 35%, passing the limit was not always enough; inconclusive = no clear call, values can overlap the other calls; also: plate controls were buffer without enzyme for full effect and enzyme alone for no effect
# FadD28 binding: M. tuberculosis FadD28 bisubstrate binding inhibition; FadD28 bisubstrate probe binding, fluorescence polarization; 0.22% of 360,000 active; AID 588549; inhibition, % at 12.5 µM; in the data active = inhibition above about 8.5%, passing the limit was not always enough; inconclusive = no clear call, values can overlap the other calls
# UGM FP inh: Mtb UDP-galactopyranose mutase inhibition; 0.06% of 320,000 active; AID 504406; P9WIQ1; inhibition, % at 10 µM; purified UGM, fluorescence polarization probe displacement; in the data active = inhibition above about 10%, passing the limit was not always enough; inconclusive = no clear call, values can overlap the other calls
# MazEF act: activators of E. coli MazEF toxin-antitoxin RNase; AID 504720; P0AE70; activation, % at 20 µM; 0.32% of 350,000 active; FAM/BHQ RNA-DNA oligo cleavage fluorescence, 5 h; in the data active = activation above about 50%
# Target sequence (P0AE70 whole entry, looked up): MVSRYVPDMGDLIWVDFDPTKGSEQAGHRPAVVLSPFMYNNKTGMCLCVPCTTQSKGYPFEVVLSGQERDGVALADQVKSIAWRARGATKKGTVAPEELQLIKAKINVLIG
# PrPC surface inh: reduces human prion protein on the cell surface | AID 720596 | cell surface PrPC, TR-FRET read-out | inhibition, % at 13.8 µM | 0.43% of 370,000 active; in the data active = inhibition above about 24%; also: 0% = median of the test wells and 100% = reference compound wells
# Rv3671c protease: Rv3671c (M. tuberculosis) protease inhibition; AID 2606; inhibition, % at 5.96 µM; 0.048% of 320,000 active; P9WHR9; in the data active = inhibition above about 38%;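 also: extracellular domain of Rv3671c used as enzyme; 0% = enzyme with DMSO and 100% = no enzyme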
# Target sequence (P9WHR9 whole entry, looked up, the tested form may be a part): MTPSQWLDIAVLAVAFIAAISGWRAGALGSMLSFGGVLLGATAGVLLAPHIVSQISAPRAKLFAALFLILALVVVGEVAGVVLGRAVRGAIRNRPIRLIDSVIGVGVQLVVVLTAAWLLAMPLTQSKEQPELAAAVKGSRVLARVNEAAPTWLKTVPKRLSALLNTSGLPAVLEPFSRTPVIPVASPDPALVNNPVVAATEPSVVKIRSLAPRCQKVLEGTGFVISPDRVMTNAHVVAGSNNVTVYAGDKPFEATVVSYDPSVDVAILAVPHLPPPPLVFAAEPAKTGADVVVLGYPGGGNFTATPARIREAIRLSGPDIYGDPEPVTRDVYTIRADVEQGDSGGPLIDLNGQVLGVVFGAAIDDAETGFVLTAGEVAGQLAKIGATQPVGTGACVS
# FBA Mtb inh: inhibitors of M. tuberculosis fructose-bisphosphate aldolase. purified M. tuberculosis FBA, fluorescence read-out. inhibition, % at 1 µM. 2.3% of 360,000 active; in the data active = inhibition above about 27%;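 also: 0% = vehicle and 100% = reference inhibitor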
# Target sequence (P9WQA3 whole entry, looked up): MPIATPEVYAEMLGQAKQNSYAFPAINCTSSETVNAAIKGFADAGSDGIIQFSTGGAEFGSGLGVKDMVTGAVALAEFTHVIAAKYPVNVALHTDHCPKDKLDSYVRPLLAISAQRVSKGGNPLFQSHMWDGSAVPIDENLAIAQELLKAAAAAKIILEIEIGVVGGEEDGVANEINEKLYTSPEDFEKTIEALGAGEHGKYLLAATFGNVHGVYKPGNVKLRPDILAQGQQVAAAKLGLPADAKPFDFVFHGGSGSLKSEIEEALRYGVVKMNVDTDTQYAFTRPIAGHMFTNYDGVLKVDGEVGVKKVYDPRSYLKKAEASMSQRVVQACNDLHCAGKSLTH
# GDH-TPI inh: counter-screen for M. tuberculosis FBA inhibitors: GDH-TPI coupled enzymes. GDH-TPI coupled enzyme counterscreen, NADH absorbance. inhibition, % at 4.8 µM. 1.2% of 360,000 active. AID 588335; in the data active = inhibition above about 30%;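 also: 0% = DMSO wells and 100% = wells lacking the enzyme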
# Active calls of the source: *; ? = inconclusive; nt = no result given; & = joins results of further samples. Compounds were not picked by outcome. About 4.8% of those tested had a hit in this group.
# Results follow in this order: MazEF act, FadD28 binding, GDH-TPI inh, PrPC surface inh, UGM FP inh, FBA Mtb inh, BoNT-F LC inh, Mtb BioA inh, Rv3671c protease
O=C(CSc1nnc(C2CC2)n1-c1ccccc1)N1CCNC1=O
    -3.3, -2.1, -4.5, 1.6, 2.9, -2.7, -0.4, 0.3, -4.9
Cc1cc(=O)[nH]c(SCCOc2ccc(OC(C)C)cc2)n1
    9.6, -3.0, -4.1, -5.1, 1.6, -3.4, -13.6, 0.7, -3.5
O=C(NCCCn1ccnc1)c1cccc(Cl)c1
    3.1, -1.7, 0.4, 1.4, -2.6, 1.8, 16.7, -1.5, 1.4
COc1ccc(CCC(=O)N2c3ccccc3CC2C)cc1 (stereo unspecified)
    -4.1, -3.6, 15.5, 3.7, -3.4, 3.8, -0.6, nt, -0.9
Cc1cc(C)c2nc(NNC(=O)c3ccc(S(=O)(=O)N4CCc5ccccc5C4)cc3)sc2c1
    0.8, -0.1, 2.9, 21.4, -3.8, 2.0, -9.2, -0.2, -8.0
CC(C)(C)OC(=O)N1CCC(NC(=O)c2[nH]c(C(F)(F)F)nc2-c2ccccc2)CC1
    nt, -0.9, nt, 8.1, nt, 2.8, 5.8, 0.2, nt
O=S(=O)(c1ccc2ccccc2c1)N1CCN(S(=O)(=O)c2c(F)cccc2F)CC1
    -5.8, -2.1, 4.5, 5.9&-1.2, 4.6, 0.3, -6.3, -2.6, -4.9
O=C1C=C(NNC(=O)c2ccncc2)CC(c2ccccc2)C1 (stereo unspecified)
    2.5, -2.1, 16.0, -2.8, 1.7, -0.1, -0.2, nt, 0.1
CCOCCCNC(=O)c1ccc2c(c1)N(CC)C(=O)c1ccccc1S2=O (stereo unspecified)
    0.4, -2.0, 0.0, 3.2, 2.6, 4.4, 1.0, -0.2, 0.2
Cc1ccc2[nH]c(C(=O)N/N=C/c3ccc([N+](=O)[O-])cc3)c(C)c2c1
    3.4, -0.6, 18.6, 3.9, -0.8, -0.8, -16.7, -0.9, nt
CCN(C(=O)COC(=O)/C=C/c1ccccc1[N+](=O)[O-])C1CCS(=O)(=O)C1 (stereo unspecified)
    19.3, -2.5, 0.3, 2.8, -0.6, -6.1, -1.5, nt, 3.4
COCCN1CCN(C(=O)c2ccc3oc(CCc4ccccc4)nc3c2)CC1
    0.4, -3.8, 1.4, -3.2, -0.4, -1.4, -17.2, -2.3, 2.7
O=C(O)c1ccc(COc2ccc([N+](=O)[O-])cc2)o1
    0.5, 0.5, 10.2, -14.9, -0.7, 0.9, 8.2, nt, 1.9
CCc1c(C)nc(SCC(=O)Nc2nc(-c3ccc(OC)cc3)cs2)[nH]c1=O
    0.6, -3.6, -3.5, -8.9, 4.4, -1.1, 0.2, nt, -1.7
Cc1nc2c(ccc3nc(NC(=O)C4CC4)sc32)s1
    0.2, -2.5, -1.9, -1.6, 0.8, -0.6, -9.2, nt, 4.7
O=C(CSc1nc2ccccc2o1)Nc1ccccc1N1CCOCC1
    1.7, -4.4, 3.4, 1.0, 0.4, 0.6, -10.4, 3.3, 3.9
COc1ccc(C(C(=O)NCCC(C)C)N(CCN2CCOCC2)C(=O)Cn2nnc3ccccc32)c(OC)c1 (stereo unspecified)
    8.2, -1.0, -1.3, -3.2, 1.5, 1.4, 2.3, nt, 1.2
Cc1ccccc1NC(=O)CCC(=O)N/N=C/c1ccncc1
    -0.3, -1.4, -2.6, 0.8, 1.2, -0.1, -9.5, 2.5, 1.8
Cc1ccc(/C([O-])=C(/C(=S)NCc2ccc3c(c2)OCO3)[n+]2ccc(N(C)C)cc2)c(C)c1
    -10.2, 0.6, 7.2, 1.0, 3.4, 1.3, -3.2, nt, 0.0
COc1ccccc1Nc1nnc(SCC2CCCCO2)s1 (stereo unspecified)
    -0.6, -3.5, -1.0, 5.1, 1.1, -3.0, 2.0, nt, -1.9
CC(C)(CNc1ccc([N+](=O)[O-])cc1C#N)N1CCOCC1
    5.1, 1.1, 25.6, -11.8, -2.0, -1.7, -4.5, -1.0, 2.8
COc1ccc(NS(=O)(=O)c2cccc(C(=O)N/N=C/c3ccc(O)cc3)c2)cc1
    4.1, -7.4, 6.3, -9.8, -0.3, 24.7, -0.4, 0.2, -26.7
CCOC(=O)c1cnc2ccccc2c1NCCc1ccc(OC)c(OC)c1
    1.1, -2.2, 4.6, 10.1, 0.4, 0.6, -12.5, 10.9, -3.4
CCOC(=O)N1CCN(c2ccc(C(=O)CC)cc2F)CC1
    1.6, -2.9, -3.1, 2.4, -2.7, 0.5, 4.5, nt, -4.2
COc1ccc(C(C)=O)cc1COc1ncnc2ccccc12
    14.7, -2.3, 0.6, 0.3, -0.8, 1.6, -2.4, nt, 0.6
Cn1c(N)c(C(=O)COC(=O)Cc2ccc(Cl)c(Cl)c2)c(=O)n(C)c1=O
    8.8, -7.9, 0.6, 6.7, 4.1, 2.1, nt, 1.5, -5.4
O=c1[nH]c2ccccc2cc1CN(Cc1cccnc1)S(=O)(=O)c1ccc([N+](=O)[O-])cc1
    5.7, -4.3, 0.9, -40.3, 1.5, -4.1, 1.0, 2.6, -8.2
CS(=O)(=O)N1CCC(Oc2ccccc2C(=O)NCCCc2cccnc2)CC1
    1.6, -4.2, -6.6, 2.4, -0.9, -1.3, 0.6, nt, 4.3
CCOc1ccc(N(CC(=O)Nc2cccnc2)S(C)(=O)=O)cc1
    5.4, 1.0, -3.0, 0.6, -0.9, 1.1, 6.3, nt, 5.6
C/C(CC(=O)Nc1ccc2c(c1)OCO2)=N\NC(=O)C(c1ccccc1)c1ccccc1
    -5.9, -2.1, 3.7, -1.3, -1.5, 0.6, -1.6, -0.9, -14.1

# Exported tab-delimited: 3 of the compounds above.
compound	MazEF act	FadD28 binding	GDH-TPI inh	PrPC surface inh	UGM FP inh	FBA Mtb inh	BoNT-F LC inh	Mtb BioA inh	Rv3671c protease
Cc1cc(=O)[nH]c(SCCOc2ccc(OC(C)C)cc2)n1	9.6	-3.0	-4.1	-5.1	1.6	-3.4	-13.6	0.7	-3.5
O=C(NCCCn1ccnc1)c1cccc(Cl)c1	3.1	-1.7	0.4	1.4	-2.6	1.8	16.7	-1.5	1.4
COc1ccc(CCC(=O)N2c3ccccc3CC2C)cc1 (stereo unspecified)	-4.1	-3.6	15.5	3.7	-3.4	3.8	-0.6	nt	-0.9

# (continued)
# Results follow in this order: MazEF act, FadD28 binding, GDH-TPI inh, PrPC surface inh, UGM FP inh, FBA Mtb inh, BoNT-F LC inh, Mtb BioA inh, Rv3671c protease
O=C(CCc1c[nH]c2ccccc12)OCC(=O)c1ccccc1
    3.0, 3.2, 17.0, 0.1, nt, 1.1, -7.9, 0.2, nt
O=C(NCC(c1cccs1)N1CCOCC1)c1cccnc1 (stereo unspecified)
    4.6, -1.5, -7.2, nt, 0.7, -1.3, 7.0, 3.0, -1.5
C[C@@H]1CN(C(=O)c2nc3ccc(Cl)cn3c2CN(C)CCc2cnn(C)c2)C[C@H](C)O1
    16.9, -3.6, -2.2, 8.4, 2.4, -2.3, -3.0, -2.0, 4.7
CN(C)c1ccc(C(=S)N2CCNCC2)cc1
    2.3, -1.0, 7.1, -0.4, -1.1, 0.6, -7.1, nt, -1.3
CCOC(=O)CC/C(C)=N\N=C1\SC(CC(=O)O)C(=O)N1c1ccccc1 (stereo unspecified)
    -0.9, -1.6, 8.8, 0.3, -1.4, -0.5, 0.1, nt, -1.1
CS(=O)(=O)NCc1ccc(C(=O)NCc2ccccc2)cc1
    4.5, -1.8, -5.7, -1.0, -2.1, -1.9, -8.9, -3.8, -1.6
CC(C)C(=O)Nc1ccccc1C(=O)N/N=C/c1ccc([N+](=O)[O-])cc1
    12.3, -1.4, 34.5*, -7.5, 0.3, -0.4, -1.5, -0.7, -1.6
Cc1ccc(C(=O)CCS(=O)(=O)c2ccc(Cl)cc2)cc1
    -2.6, -0.2, 4.1, -4.0, 1.1, -0.2, 5.7, -2.0, -10.8
CCCCN=Cc1c(O)n(-c2c(C)cc(C)cc2C)c(=O)[nH]c1=O
    -2.2, -1.9, 2.7, 5.3, 2.3, 1.4, 4.3, -4.9, -3.6
COc1ccccc1N1CCN(Cc2nc(N)nc(Nc3ccc(C)c(Cl)c3)n2)CC1
    5.8, 1.1, -11.0, 3.6, 3.6, 1.8, -12.7, nt, -5.5
Cn1nnc(NC(=S)NC(=O)c2cc3ccccc3o2)n1
    2.8, -0.9, 5.2, 20.4, 3.3, -0.6, -3.8, -1.3, 10.1
COC(=O)c1ccc(N=NNc2cccc(Br)c2)cc1
    -4.7, -1.5, 1.8, 0.0, 1.8, 0.8, -5.1, nt, 3.3
CC(C)c1nc(N2CCN(C(=O)c3ccccc3)CC2)c(C#N)c2c1COC(C)(C)C2
    -4.3, -2.1, -1.3, -5.6, 6.4, 15.5, 7.5, 2.3, 0.9
COc1ccc(CCNC(=O)c2cc([N+](=O)[O-])cc([N+](=O)[O-])c2)cc1OC
    1.1, -3.0, -4.6, -44.1, 0.9, -0.4, -15.2, -0.2, nt
CCOC(=O)C1=C(C)N(C[C@@H]2CC[C@@H](Cc3ccc(-c4ccccc4)cc3)O2)C(=O)NC1c1cccc([N+](=O)[O-])c1 (stereo partly specified)
    1.6, -0.8, 4.5, -3.4, nt, -1.1, 0.5, -0.1, nt
COCCCNC(=S)N1CCN(c2nc(-c3cccc(OC)c3)cs2)CC1
    -3.8, -1.9, -9.6, 6.0, -0.7, -0.4, ?, 1.7, -9.8
CCOc1ccc(C(=O)C(C)OC(=O)c2cnc(C)cn2)cc1 (stereo unspecified)
    2.9, -3.4, -2.4, -1.0, -3.1, -0.8, 4.4, -0.2, 1.6
CC(C)n1nc(C(=O)OCC(=O)N(C)C2CCS(=O)(=O)C2)c2ccccc2c1=O (stereo unspecified)
    5.3, 0.0, 3.7, 8.2, -2.1, 1.7, -3.8, 0.3, -5.7
O=C(CN1C(=O)NC(Cc2ccccc2)C1=O)NC(=O)NC1CCCCC1 (stereo unspecified)
    3.6, -4.5, -2.4, 2.7, -1.8, -7.6, 7.4, 1.1, -3.7
CCOC(=O)CSCc1c(C#N)c2ccccc2n1C
    3.9, -0.1, 0.8, -1.8, 2.6, 2.1, 16.2, 2.4, -9.3
CC(C)(C)OC(=O)NCCCC[C@H](NC(=O)c1[nH]cnc1C(=O)Nc1ccc(CNC(=O)OC(C)(C)C)cc1)C(=O)OC(C)(C)C
    -6.0, nt, nt, 8.6, -3.0, nt, nt, nt, -101.5
O=C1CSC(c2ccccc2F)N1 (stereo unspecified)
    -2.3, -5.3, -12.9, 3.8, -0.4, -1.3, ?, nt, -4.3
O=C(N/N=C/c1ccc(-c2ccc(Cl)c(C(=O)O)c2)o1)c1cc2c(ccc3ccccc32)o1
    9.7, -8.4, 27.1, -4.8, -0.1, 9.2, 6.9, nt, -10.9
COc1ccccc1CNC(=O)c1ccc2c(=O)n(CCCN3CCCC3=O)c(=S)[nH]c2c1
    9.2, -1.3, 3.1, 0.5, -0.8, 0.2, -0.6, nt, -8.3
COc1cccc(-n2c(SCC(=O)OC(C)C)nnc2-c2cccnc2)c1
    -0.8, -3.3, 4.2, 3.9, 0.1, -1.1, 1.8, nt, 4.7
CCOc1ccc(CCNC(=O)COC(=O)c2ccc(C)s2)cc1OCC
    -5.0, -1.5, 6.2, 0.0, -0.6, 0.7, -6.7, 1.4, 4.9
COc1ccc(CCN2C(=O)CC(Cc3ccc(C)cc3)C2=O)cc1OC (stereo unspecified)
    -3.5, -1.7, 1.9, -14.2, -1.5, -2.1, 2.9, nt, -2.2
CCn1cc(S(=O)(=O)Nc2cc(F)ccc2C)cn1
    3.6, -3.4, -4.4, -1.0, -1.0, -0.5, -1.2, -0.3, -2.4
CCO[C@H]1OC(C(=O)N2CCN(Cc3ccc4c(c3)OCO4)CC2)=C[C@@H](c2ccc(Br)cc2)[C@@H]1CCCO
    8.4, -4.4, -3.5, 15.6, 3.9, 2.0, 1.4, 1.9&1.4, -3.2
O=C(COC(=O)C1=COCCO1)Nc1ncc(Cl)cc1Cl
    -10.1, -3.0, 3.8, -6.4, -0.7, -0.6, -9.6, -1.9, -1.4
Cc1nn(C)c(C)c1NS(=O)(=O)c1ccccc1
    -3.7, -0.7, 0.9, 1.8, -2.3, 1.8, -3.7, -0.3, -8.2
CC1(C)CN=C(NC2CCCCC2)S1
    13.0, 1.7, 3.3, 3.8, 0.0, -1.2, -11.0, -0.1, 6.3
